SIRT5 block = sirtuin-5 (human) deacylase inhibition; Q9NXA8; Purified SirT5, succinyl-peptide AMC, trypsin-coupled fluorescence; inhibition, % at 15 µM; actives 1.1% (n = 330,000); AID 652115; in the data active = inhibition above about 15%
Target sequence (Q9NXA8 whole entry, looked up): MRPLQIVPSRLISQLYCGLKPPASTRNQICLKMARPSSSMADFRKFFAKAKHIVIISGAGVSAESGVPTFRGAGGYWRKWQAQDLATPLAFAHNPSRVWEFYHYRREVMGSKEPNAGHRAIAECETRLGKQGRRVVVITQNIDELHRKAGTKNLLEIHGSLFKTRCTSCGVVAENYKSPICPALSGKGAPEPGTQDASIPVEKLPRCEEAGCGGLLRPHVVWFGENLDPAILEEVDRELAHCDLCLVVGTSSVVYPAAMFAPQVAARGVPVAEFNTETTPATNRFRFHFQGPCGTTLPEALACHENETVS
CASP6 VEID inh = inhibitors of human caspase-6 | P55212 | purified caspase-6, Z-VEID-R110 cleavage fluorescence | inhibition, % at 12.5 µM | actives 0.53% (n = 350,000);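 active = mean inhibition across replicates at least about 35%, with every replicate also reaching that limit, limit read from the data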;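 note: 0% = median of neutral control wells and 100% = no fluorescence left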
Target sequence (P55212 24-179 limits assumed): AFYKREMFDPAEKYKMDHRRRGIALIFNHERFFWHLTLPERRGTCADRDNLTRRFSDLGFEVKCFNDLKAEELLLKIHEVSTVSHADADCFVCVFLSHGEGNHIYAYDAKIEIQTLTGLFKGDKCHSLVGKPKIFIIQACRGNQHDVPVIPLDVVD
Target sequence (P55212 194-293 limits assumed): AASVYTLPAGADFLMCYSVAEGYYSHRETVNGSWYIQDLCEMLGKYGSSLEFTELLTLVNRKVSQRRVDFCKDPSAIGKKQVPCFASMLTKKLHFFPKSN
Statin myotox sup = protects C2C12 myotubes from simvastatin toxicity. ATP luminescence, 48 h; scaled: DMSO 0, geranylgeraniol control 100. rescue of ATP level, % at 7.49 µM. actives 0.78% (n = 330,000);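 active = mean ATP rescue above about 67%, or every replicate alone reaching that limit, limit read from the data, passing the limit was not always enough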;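 note: myotubes were challenged with 10 µM simvastatin during compound exposure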
FN deposition inh = fibronectin deposition inhibition; actives 0.086% (n = 350,000); AID 743247; inhibition, % at 12.6 µM; AH1F fibroblasts, Alexa488-fibronectin deposition fluorescence, overnight;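 active = mean inhibition across replicates of 30% or more, regardless of how many single replicates reach that level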;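 note: positive control wells lacked labelled fibronectin entirely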
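test system = AH1F fibroblasts assembling fluorescent fibronectin matrix | quantity = 10000 AH1F cells per well | buffer or medium = DMEM plus 2% serum, read in PBS | doses = single dose, pinned | incubation = 1 h cell attachment, overnight exposure to compound and label | detection = fluorescence at 485 nm excitation, 525 nm emission | read-out basis = inhibition from reduced deposited-fibronectin fluorescence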
LGR2 inh = inhibitors of bursicon-induced Drosophila LGR2 receptor cAMP signaling; actives 0.35% (n = 380,000); HEK293 LGR2, CRE-luciferase, bursicon-stimulated, 4 h; inhibition, % at 9.99 µM;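 active = drop in luminescence signal, shown as inhibition above about 50% in the replicate tests, limit read from the data, passing the limit was not always enough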;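 note: agonist challenge used bursicon conditioned medium at about half maximal strength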
esBAF inh = blocks esBAF chromatin remodeling in mouse ES cells. reporter increase, % at 12.5 µM. Bmi1-luciferase knock-in reporter, 24 h; 100% = twice the neutral-well signal. actives 2% (n = 350,000); in the data active = activation above about 40%;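 note: 0% = median of the plate's neutral control wells and 100% = double that signal; a rise in the Bmi1 reporter signal indicates esBAF inhibition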
S100A4 inh HTS = blocks human S100A4 binding to myosin IIA peptide. P26447. S100A4/TAMRA-MyoIIA peptide fluorescence polarization. inhibition, % at 10.7 µM. actives 0.14% (n = 360,000);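 active = mean inhibition of at least 70% across replicates, with every replicate also reaching that level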
Target sequence (P26447 whole entry, looked up): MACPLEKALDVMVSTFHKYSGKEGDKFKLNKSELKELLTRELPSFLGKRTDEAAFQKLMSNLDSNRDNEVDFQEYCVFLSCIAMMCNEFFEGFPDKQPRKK
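assay system = human S100A4 monomer with TAMRA-labelled myosin IIA peptide | also added = labelled myosin peptide probe, 5 nM | incubation = 5 min between mix addition and reading | control set = DMSO and TFP controls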
Starred values were filed as active, the others as inactive; & = joins results of further samples. This is a subset, so the mix of outcomes need not match the whole.

`COc1ccccc1N(CC(=O)N1CCCCCC1)S(=O)(=O)c1ccc(C)cc1` gave SIRT5 block 1, CASP6 VEID inh -2, Statin myotox sup 91*, FN deposition inh 3, LGR2 inh 7, esBAF inh 1 and S100A4 inh HTS -2.
For CC(C)CN1C(=O)C(=O)N(CC(=O)c2ccc[nH]2)C1=O the results were SIRT5 block -5, CASP6 VEID inh -1, FN deposition inh 1, LGR2 inh -7 and S100A4 inh HTS -1.
For O=C1CC(N2CCSCC2)C(=O)N1CCc1ccccc1 (stereo not drawn) the results were Statin myotox sup -3, FN deposition inh 14 and esBAF inh -5.
For COC(=O)[C@@H](Cc1c[nH]c2ccccc12)NC(=O)C1CCCN(S(=O)(=O)c2ccc(C)cc2)C1 (stereo partly drawn) the results were SIRT5 block -6, CASP6 VEID inh -1, Statin myotox sup 3, FN deposition inh 4, LGR2 inh 19, esBAF inh -5 and S100A4 inh HTS 0.
Screening COc1ccccc1N(C)S(=O)(=O)c1ccc(C(=O)Nc2ccc3nc(C)sc3c2)cc1 returned Statin myotox sup -30, FN deposition inh 11, LGR2 inh 26 and esBAF inh 0.
For COc1cccc(NC(=O)[C@@H]2CCCN2C(=O)C2CCN(S(=O)(=O)c3ccc(C)cc3)CC2)c1 the results were Statin myotox sup -9, FN deposition inh 14 and esBAF inh 1.
Cc1cccc(S(=O)(=O)N2C[C@H](O)COC[C@H]3O[C@@H](CC(=O)NCc4ccc5c(c4)OCO5)CC[C@@H]32)c1 was read as SIRT5 block 7, CASP6 VEID inh -3, Statin myotox sup 17, FN deposition inh -7, LGR2 inh -5, esBAF inh 0 and S100A4 inh HTS 4.
Screening C#CC1(N2CCCCC2)CCCCC1 returned SIRT5 block -5, CASP6 VEID inh -2, Statin myotox sup 32, FN deposition inh -2, LGR2 inh 6, esBAF inh -1 and S100A4 inh HTS -5.
Screening O=C(Nc1ccccc1)/C(=C/c1cccnc1)NC(=O)c1ccccc1 returned SIRT5 block -5, CASP6 VEID inh 2, Statin myotox sup 3, FN deposition inh 11, LGR2 inh 3, esBAF inh -3 and S100A4 inh HTS 0.
For C[C@@H]1CN([C@@H](C)CO)C(=O)c2cc(C#CCN(C)C)cnc2O[C@H]1CN(C)Cc1ccccn1 the results were SIRT5 block 2, CASP6 VEID inh 2, Statin myotox sup -2, FN deposition inh -3, LGR2 inh 35, esBAF inh -10 and S100A4 inh HTS 7.
For COc1ccc(C(=O)OCC(=O)NC2CC2)cc1[N+](=O)[O-] the results were SIRT5 block -2, CASP6 VEID inh -2, LGR2 inh 2 and S100A4 inh HTS -7.
`O=C(Nc1ccc(S(=O)(=O)Nc2nccs2)cc1)c1cccc(N2C(=O)c3ccccc3C2=O)c1` gave SIRT5 block -6, CASP6 VEID inh 0, FN deposition inh 1, LGR2 inh 11 and S100A4 inh HTS -5.
O=C1c2ccsc2SCCN1Cc1ccc(F)cc1 was read as SIRT5 block -16, CASP6 VEID inh 6, Statin myotox sup 4, FN deposition inh 7, LGR2 inh 4, esBAF inh -3 and S100A4 inh HTS 0.
For COc1ccc(NC(=O)NC2CCCc3ccccc32)cc1 (stereo not drawn) the results were SIRT5 block 0, CASP6 VEID inh -3, Statin myotox sup -1, FN deposition inh 7, LGR2 inh 8, esBAF inh 13 and S100A4 inh HTS -5.
Cc1cccc(C(=O)Nc2ccc3c(c2)ncn3C)c1 was read as SIRT5 block -3, CASP6 VEID inh -3, Statin myotox sup -5, FN deposition inh 1, LGR2 inh -84, esBAF inh 2 and S100A4 inh HTS 1.
Screening COc1cc2cc(CCCOC(=O)c3ccc(C(F)(F)F)cc3)oc(=O)c2cc1OC returned SIRT5 block -6, CASP6 VEID inh 1, Statin myotox sup 9, FN deposition inh -5, LGR2 inh 6, esBAF inh -6 and S100A4 inh HTS -4.
For O=C(NNC(=O)c1cccs1)c1ccco1 the results were SIRT5 block 1, CASP6 VEID inh -5, FN deposition inh -5, LGR2 inh -5, esBAF inh -5 and S100A4 inh HTS 4.
CC(C(=O)Nc1ccc2c(c1)OCO2)N1CCC(N2CCCCC2)CC1 (stereo not drawn) was read as SIRT5 block -2, CASP6 VEID inh -55, Statin myotox sup -10, FN deposition inh 1, LGR2 inh -7, esBAF inh 10 and S100A4 inh HTS 1.
Screening O=C(NCCCN1CCOCC1)c1onc(CSc2ccncc2)c1C(=O)NCCCN1CCOCC1 returned CASP6 VEID inh -31, FN deposition inh 8, LGR2 inh 11 and S100A4 inh HTS 3.
`C[C@@H]1CCCCO[C@@H](CN(C)C(=O)c2ccncc2)[C@H](C)CN([C@@H](C)CO)C(=O)c2cc(NC(=O)C3CCCCC3)ccc2O1` gave SIRT5 block -2, CASP6 VEID inh -1, Statin myotox sup -12, LGR2 inh 3, esBAF inh 12 and S100A4 inh HTS -8.
O=C(CC1SC(N2CCCCC2)=NC1=O)Nc1ccc(C(=O)NCCc2ccc(F)cc2)cc1 (stereo not drawn) was read as SIRT5 block 0, CASP6 VEID inh -1, Statin myotox sup 1, FN deposition inh -6, LGR2 inh -14, esBAF inh -7 and S100A4 inh HTS 0.
For Cc1cc(Br)ccc1NC(=S)NC1CCCC1 the results were SIRT5 block 0, CASP6 VEID inh -1, FN deposition inh -5, LGR2 inh -2 and S100A4 inh HTS 2.
`Cc1noc(C)c1COC(=O)CNC(=O)c1ccc(Cl)cc1` gave SIRT5 block -6, Statin myotox sup 7, FN deposition inh 0, LGR2 inh -29, esBAF inh 3 and S100A4 inh HTS 0.
Screening Cc1cccc(C)c1N1CCN(C(=O)Nc2ccc3c(c2)OCCO3)CC1 returned Statin myotox sup 6, FN deposition inh -3 and esBAF inh 22.
Screening COC(=O)C1[C@H]2C(=O)N(Cc3cccs3)C[C@]23C=C[C@H]1O3 (stereo partly drawn) returned Statin myotox sup -24, FN deposition inh 5, LGR2 inh -6, esBAF inh 1 and S100A4 inh HTS 5.
`COc1ccc(C#Cc2cnc3c(c2)C(=O)N([C@@H](C)CO)C[C@@H](C)[C@H](CN(C)C(C)=O)O3)cc1` gave SIRT5 block 3, CASP6 VEID inh -1, Statin myotox sup 29, FN deposition inh -1, LGR2 inh -1, esBAF inh -2 and S100A4 inh HTS -7.
`COc1cc(SC)ccc1C(=O)OCC(=O)N1CCN(C(C)=O)CC1` gave SIRT5 block 6, CASP6 VEID inh 2, Statin myotox sup 4, FN deposition inh 7, LGR2 inh 0, esBAF inh 3 and S100A4 inh HTS -6.
Screening O=C(Nc1ccc(OCCO)cc1)c1csc([C@@H]2C[C@H](O)[C@@H](CO)O2)n1 returned SIRT5 block 1, CASP6 VEID inh 1, Statin myotox sup 1, LGR2 inh -2, esBAF inh -9 and S100A4 inh HTS 6.
For CCS(=O)(=O)Nc1ccc2c(c1)C(=O)N(C)[C@@H]1CC[C@@H](CC(=O)NCc3ccc(OC)cc3)O[C@@H]1CO2 the results were SIRT5 block -3, CASP6 VEID inh -1, Statin myotox sup -29, FN deposition inh -2, LGR2 inh 7, esBAF inh -3 and S100A4 inh HTS -1.
`CCc1nc2c(OCc3ccc(OC)cc3)cccn2c1N(C)C(=O)c1ccco1` gave SIRT5 block 8, Statin myotox sup 2, FN deposition inh 4, LGR2 inh -4, esBAF inh 2 and S100A4 inh HTS -6.
COCCN(C[C@@H]1N[C@@H](CO)[C@@H]1c1ccc(-c2cccnc2)cc1)C(C)=O was read as SIRT5 block 11, CASP6 VEID inh -2, Statin myotox sup 13, FN deposition inh -12, LGR2 inh 13, esBAF inh -1 and S100A4 inh HTS 9.
CCN(CC)c1cc(NCCO)c([N+](=O)[O-])c2nonc12 was read as Statin myotox sup -9, FN deposition inh -1, LGR2 inh 1 and esBAF inh -4.
Screening CN(C)S(=O)(=O)c1cccc(-c2nn(-c3ccccc3)cc2/C=C2\SC(=S)N(CC(=O)O)C2=O)c1 returned SIRT5 block 14, CASP6 VEID inh 32, FN deposition inh 11, LGR2 inh 9 and S100A4 inh HTS 1.
Cc1ccc(SCC(=O)N(C)CC(=O)Nc2cccc(F)c2)c(C)c1 was read as SIRT5 block -1, CASP6 VEID inh 13, FN deposition inh -21, LGR2 inh 27 and S100A4 inh HTS -1.
C[C@H](CO)N1C[C@H](C)[C@@H](CN(C)C(=O)CCCN(C)C)OCCCC[C@H](C)Oc2ccc(NC(=O)Cc3ccccc3)cc2C1=O was read as SIRT5 block -2, CASP6 VEID inh 1, FN deposition inh 3, LGR2 inh 19, esBAF inh -2 and S100A4 inh HTS 4.
Screening CC(=O)c1cc(C(=O)N2CCCC(CCC(=O)N(C)CCc3ccccn3)C2)cs1 (stereo not drawn) returned SIRT5 block 6, CASP6 VEID inh -1, Statin myotox sup 8, LGR2 inh 10, esBAF inh 3 and S100A4 inh HTS 4.
`Cc1ccc(-c2ccnc3cc(C)nn23)cc1` gave SIRT5 block -2, CASP6 VEID inh 2, Statin myotox sup -1, FN deposition inh -19, LGR2 inh -5, esBAF inh 12 and S100A4 inh HTS 0.
Screening O=C(O)CC(NC(=O)c1ccncc1)c1ccccc1 (stereo not drawn) returned SIRT5 block -2, CASP6 VEID inh 5, FN deposition inh 3 and S100A4 inh HTS -5.
For C[C@H](O)C#Cc1ccc2c(c1)O[C@@H](CN(C)C(=O)c1ccncc1)[C@@H](C)CN([C@H](C)CO)S2(=O)=O the results were SIRT5 block -1&-2, CASP6 VEID inh 21&2, Statin myotox sup -2&2&-7, FN deposition inh 1, LGR2 inh 0, esBAF inh 2&-7&-3 and S100A4 inh HTS -1&-20.
For O=C(C[C@@H]1C[C@H]2c3cc(NS(=O)(=O)c4ccc(F)cc4)ccc3O[C@H]2[C@@H](CO)O1)NCc1cc(F)ccc1F the results were SIRT5 block -3, CASP6 VEID inh -3, Statin myotox sup 8, FN deposition inh 14, LGR2 inh 4, esBAF inh 7 and S100A4 inh HTS -4.
COc1ccc(S(=O)(=O)N2CCCCC2)cc1NC(=O)C1CCCO1 (stereo not drawn) was read as SIRT5 block -2, CASP6 VEID inh 0, FN deposition inh 2, LGR2 inh 22 and S100A4 inh HTS -3.

Compounds above containing four or more nitrogen atoms, in the order listed:
For C[C@@H]1CN([C@@H](C)CO)C(=O)c2cc(C#CCN(C)C)cnc2O[C@H]1CN(C)Cc1ccccn1 the results were SIRT5 block 2, CASP6 VEID inh 2, Statin myotox sup -2, FN deposition inh -3, LGR2 inh 35, esBAF inh -10 and S100A4 inh HTS 7.
`O=C(Nc1ccc(S(=O)(=O)Nc2nccs2)cc1)c1cccc(N2C(=O)c3ccccc3C2=O)c1` gave SIRT5 block -6, CASP6 VEID inh 0, FN deposition inh 1, LGR2 inh 11 and S100A4 inh HTS -5.
Screening O=C(NCCCN1CCOCC1)c1onc(CSc2ccncc2)c1C(=O)NCCCN1CCOCC1 returned CASP6 VEID inh -31, FN deposition inh 8, LGR2 inh 11 and S100A4 inh HTS 3.
`C[C@@H]1CCCCO[C@@H](CN(C)C(=O)c2ccncc2)[C@H](C)CN([C@@H](C)CO)C(=O)c2cc(NC(=O)C3CCCCC3)ccc2O1` gave SIRT5 block -2, CASP6 VEID inh -1, Statin myotox sup -12, LGR2 inh 3, esBAF inh 12 and S100A4 inh HTS -8.
O=C(CC1SC(N2CCCCC2)=NC1=O)Nc1ccc(C(=O)NCCc2ccc(F)cc2)cc1 (stereo not drawn) was read as SIRT5 block 0, CASP6 VEID inh -1, Statin myotox sup 1, FN deposition inh -6, LGR2 inh -14, esBAF inh -7 and S100A4 inh HTS 0.
CCN(CC)c1cc(NCCO)c([N+](=O)[O-])c2nonc12 was read as Statin myotox sup -9, FN deposition inh -1, LGR2 inh 1 and esBAF inh -4.
Screening CN(C)S(=O)(=O)c1cccc(-c2nn(-c3ccccc3)cc2/C=C2\SC(=S)N(CC(=O)O)C2=O)c1 returned SIRT5 block 14, CASP6 VEID inh 32, FN deposition inh 11, LGR2 inh 9 and S100A4 inh HTS 1.
C[C@H](CO)N1C[C@H](C)[C@@H](CN(C)C(=O)CCCN(C)C)OCCCC[C@H](C)Oc2ccc(NC(=O)Cc3ccccc3)cc2C1=O was read as SIRT5 block -2, CASP6 VEID inh 1, FN deposition inh 3, LGR2 inh 19, esBAF inh -2 and S100A4 inh HTS 4.
